# Screens: PubChem BioAssay, Sanford-Burnham Center for Chemical Genomics
# Gli-Sufu antag: antagonists of Gli-Sufu signaling | Sufu-KO-LIGHT fibroblasts, Gli luciferase reporter luminescence | inhibition, % at 5 µM | 340,000 tested, 0.74% active | AID 588413;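 active = inhibition above about 55%, limit read from the data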;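 also: 0% = DMSO-treated cells and 100% = wells with medium but no cells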
# ATG4B inhibitor: blocks human ATG4B protease cleavage of LC3 substrate; ATG4B cleavage of LC3-PLA2, NBD-HPC fluorescence, 1 h; inhibition, % at 8.33 µM; 340,000 tested, 0.51% active; in the data active = inhibition above about 40%
# EBI2 block: EBI2 (human) antagonism | P32249 | EBI2 beta-arrestin recruitment, luminescence, 7a,25-OHC stimulated | inhibition, % at 5 µM | 360,000 tested, 0.81% active; in the data active = inhibition above about 38%;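 also: enzyme fragment complementation signal reports receptor beta-arrestin coupling in cells; 0% = agonist plus DMSO wells and 100% = wells without agonist; some results beyond the cut were filed as inactive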
# Target sequence (P32249 whole entry, looked up, the tested form may be a part): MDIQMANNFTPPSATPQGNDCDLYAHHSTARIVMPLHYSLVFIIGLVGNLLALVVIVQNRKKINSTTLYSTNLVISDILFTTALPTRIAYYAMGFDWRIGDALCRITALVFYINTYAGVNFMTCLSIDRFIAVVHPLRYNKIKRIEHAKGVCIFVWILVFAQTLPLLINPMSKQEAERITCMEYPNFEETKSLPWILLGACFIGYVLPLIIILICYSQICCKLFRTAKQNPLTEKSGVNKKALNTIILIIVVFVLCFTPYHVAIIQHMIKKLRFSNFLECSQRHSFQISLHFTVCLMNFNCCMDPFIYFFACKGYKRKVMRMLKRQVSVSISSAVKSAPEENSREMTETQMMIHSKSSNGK
# CCR6 antagonist: antagonists of human CCR6 receptor; P51684; CHO-K1 CCR6 PathHunter beta-arrestin, luminescence, CCL20-stimulated; inhibition, % at 20 µM; 340,000 tested, 0.49% active;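 active = compounds whose inhibition of the agonist-driven luminescence signal at 20 µM reaches about 50%, limit read from the data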;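 also: cells stimulated with CCL20 at 14 nM final; plate controls were DMSO with CCL20 for no effect and DMSO without agonist for full effect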
# Target sequence (P51684 whole entry, looked up): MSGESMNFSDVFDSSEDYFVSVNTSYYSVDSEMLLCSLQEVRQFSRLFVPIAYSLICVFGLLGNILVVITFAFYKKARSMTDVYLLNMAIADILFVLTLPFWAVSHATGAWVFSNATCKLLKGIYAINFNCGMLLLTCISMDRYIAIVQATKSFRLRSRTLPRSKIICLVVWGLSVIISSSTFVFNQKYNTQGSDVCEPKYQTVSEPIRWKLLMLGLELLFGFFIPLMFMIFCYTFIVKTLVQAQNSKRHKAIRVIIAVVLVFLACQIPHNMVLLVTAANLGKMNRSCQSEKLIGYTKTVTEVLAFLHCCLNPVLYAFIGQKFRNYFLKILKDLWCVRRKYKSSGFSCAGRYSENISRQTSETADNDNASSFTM
# CXCR6 block: CXCR6 (human) receptor inhibition; 360,000 tested, 0.36% active; CHO-K1 PathHunter CXCR6 beta-arrestin, luminescence; inhibition, % at 20 µM; in the data active = inhibition above about 34%, passing the limit was not always enough;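 also: antagonist mode with CXCL16 agonist at 10 nM final; 0% = 10 nM CXCL16 with DMSO and 100% = unstimulated wells without agonist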
# Target sequence (O00574 whole entry, looked up): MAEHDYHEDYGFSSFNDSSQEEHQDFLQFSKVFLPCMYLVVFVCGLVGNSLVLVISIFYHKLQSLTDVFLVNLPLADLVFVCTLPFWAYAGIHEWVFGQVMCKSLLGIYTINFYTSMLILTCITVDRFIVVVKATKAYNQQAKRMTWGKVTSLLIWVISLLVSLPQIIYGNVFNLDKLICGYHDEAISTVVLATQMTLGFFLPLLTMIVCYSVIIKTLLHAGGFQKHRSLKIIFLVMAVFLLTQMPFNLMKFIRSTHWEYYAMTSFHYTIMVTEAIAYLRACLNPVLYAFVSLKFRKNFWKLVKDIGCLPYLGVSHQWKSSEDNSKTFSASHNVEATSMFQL
# APJ antag: APJ receptor antagonism; P35414; CHO-K1 APJ beta-arrestin complementation, luminescence; inhibition, % at 20 µM; 330,000 tested, 0.32% active; AID 2521;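 active = inhibition above about 40% at 20 µM, limit read from the data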;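 also: cells challenged with 10 nM apelin-13 agonist together with compound; plate controls were apelin-13 plus DMSO wells for no effect and DMSO wells lacking apelin-13 for full effect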
# APJ ag: APJ receptor agonism | P35414 | CHO-K1 APJ PathHunter beta-arrestin, luminescence; 0% DMSO wells, 100% apelin | activation, % at 20 µM | 330,000 tested, 0.11% active | AID 2520;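 active = activation more than six SD over the plate average, tested at 20 µM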;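 also: 0% = DMSO alone and 100% = apelin-13 at 10 nM; some results filed as inactive read as strong as hits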
#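 Assay system: engineered CHO-K1 APJ arrestin reporter cells; Amount: 1000 CHO-K1 reporter cells seeded per well; Dosing: one dose, 20 µM compound, 1% DMSO; Times: compound stimulation 90 min at 25 °C, detection 60 min; Measured by: luminescent beta-gal fragment complementation, chemiluminescent substrate; Read-out: APJ–arrestin association signal; Controls: DMSO vs Apelin-13 10 nM.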
# UBC13 inh: blocks human UBC13 polyubiquitin chain formation; inhibition, % at 20 µM; TR-FRET; 330,000 tested, 0.47% active; P61088; in the data active = inhibition above about 45%, passing the limit was not always enough
# * hit, by the source's call; i = inactive; x = not tested or not shown.
# The line under a structure holds: Gli-Sufu antag	ATG4B inhibitor	EBI2 block	CCR6 antagonist	CXCR6 block	APJ antag	APJ ag	UBC13 inh
- CCOC(=O)Cc1csc(NC(=O)c2ccc(Br)cc2)n1
    2	14	-1	21	-7	-25	-1	-2
- CSc1nnnc2ccccc12
    3	0	-2	6	1	x	x	x
- Cc1ccc(C(=O)COC(=O)CCC(=O)Nc2cccc(Cl)c2)cc1[N+](=O)[O-]
    -5	8	6	53*	16	24	-11	-11
- Cc1nn(CCOc2ccccc2)c(=O)n1-c1cccc(F)c1
    -17	-10	-4	-13	-2	15	1	-18
- CN1CCN(c2ccc(Cl)cc2NC(=O)C2COc3ccccc3O2)CC1 (stereo unspecified)
    10	-5	15	5	-2	4	-2	5
- Cn1nc(C(C)(C)C)cc1C(=O)NNC(=O)c1ccccc1Cl
    2	-11	-23	4	-8	0	-3	7
- Cc1cccnc1NC(=O)C1CCN(S(=O)(=O)c2ccc3ccccc3c2)CC1
    -3	2	-1	-1	-5	6	0	-2
- O=C(Oc1cccc(NC(=O)c2ccccc2Cl)c1)c1ccc([N+](=O)[O-])cc1
    8	-4	-10	-7	-2	-64	8	4
- C=CCNC(=O)c1n[nH]c2c1CC(C(C)(C)CC)CC2 (stereo unspecified)
    22	-17	14	9	4	-66	5	-4
- COc1ccc(CNC(=O)COC(=O)CC(NC(N)=O)c2ccc(Cl)cc2)cc1OC (stereo unspecified)
    -2	-16	4	5	-7	1	-4	-5
- CCOCCc1nn2c(=O)cc(CSCC(=O)Nc3ccc(OC)cc3)nc2s1
    -1	11	-13	-7	1	1	-3	-4
- CCC(C)C(=O)Nc1ncc2c(n1)CC(c1cccs1)CC2=O (stereo unspecified)
    2	5	2	-13	-5	-8	1	-3
- CC(=O)c1ccc(-c2ccc(C(=O)NCC3CCCO3)o2)cc1 (stereo unspecified)
    -11	5	-7	7	-6	-6	6	11
- COc1ccc(C2CC(=O)C=C(NNS(=O)(=O)c3ccc(C)cc3)C2)cc1 (stereo unspecified)
    1	-9	-7	2	6	-3	4	-2
- COc1ccc(OC)c(S(=O)(=O)N2CCCC(C(=O)NCc3ccncc3)C2)c1 (stereo unspecified)
    -6	-2	-9	1	-2	-21	1	-1
- COc1ccccc1N1CCN(C2CCCN(C(=O)c3ccccn3)C2)CC1 (stereo unspecified)
    -11	0	-2	4	4	13	-4	0
- O=C(CNC(=O)c1ccccc1)NCCc1ccc(O)c(O)c1
    x	x	-7	x	-6	-17	2	7
- CC(=O)c1ccc(OCC(O)CN2CCc3ccccc3C2)cc1 (stereo unspecified)
    25	0	16	3	-6	6	-3	-6
- Cc1ccc(CN2C(=O)S/C(=C\c3ccccc3OCC(=O)O)C2=O)cc1
    -7	-4	-5	9	8	12	-1	-9
- CN(c1ccc(C(=O)NCc2ccccn2)cc1)S(=O)(=O)c1ccc(Cl)cc1
    -1	-8	8	22	-8	0	1	-7
- CCc1ccc2nc(NC(=O)c3ccc(N4C(=O)CCC4=O)cc3)sc2c1
    -9	2	0	11	-6	19	0	6
- CCOc1ccccc1C(C(=O)NCCOC)N(CCOC)C(=O)Cn1nnc2ccccc21 (stereo unspecified)
    5	5	-13	11	2	6	0	2
- NCCCn1c(C(=O)c2cc(Cl)c(N)c(Cl)c2)c2ccccc2[n+]1[O-]
    26	1	-5	24	-3	15	-5	97*
- Cc1c(C(=O)NCCc2ccc(S(N)(=O)=O)cc2)cccc1[N+](=O)[O-]
    -9	-9	-3	8	-10	-7	-1	-6
- N#CC(C#N)=Cc1cc2ccccc2nc1N1CCCCC1
    -25	11	-5	17	9	-7	2	3
- O=C1CCN(Cc2cccnc2)CCN1[C@H](CO)Cc1ccccc1
    -6	3	1	-4	-7	16	-2	4
- COc1ccc(CN2CCN(Cc3ccc(OC)c(OC)c3OC)CC2)cc1
    11	-1	11	-1	-9	12	-2	-1
- Cc1cccc(CN2CCN(CC(C)C)C(CCO)C2)n1 (stereo unspecified)
    1	-5	-9	-9	0	2	-6	5
- Cc1ccccc1CN1CCN(C/C=C/c2ccccc2)CC1
    3	1	14	18	2	13	-7	-4
- O=C1C(Nc2ccccc2)=C(NS(=O)(=O)c2ccccc2)C(=O)c2ccccc21
    -9	26	5	50*	18	-28	-3	-39
- CC1CCCCN1C(=O)c1ccccc1NC(=O)c1ccco1 (stereo unspecified)
    2	-6	2	5	2	-19	-1	3
- c1ccc(-c2nc3ccccn3c2-c2ccccc2)cc1
    4	21	-18	14	3	17	2	4
- CCOC(=O)c1[nH]c2c(OCC)nc(OCC)nc2c1Br
    1	-1	0	6	-9	x	x	x
- CCn1nc(C)c(CNC(=O)Nc2ccc3c(c2)OCO3)c1C
    -31	0	-4	-7	4	-5	-2	-4
- O=C(Cc1ccccc1)Nc1c(Cl)ccc2nsnc12
    -5	8	-2	-7	-5	10	1	1
- CCOC(=O)c1c(NC(=O)CSc2nnc(C)c(=O)[nH]2)sc(C)c1-c1ccc(C)cc1
    -3	11	2	3	6	-1	-2	24
- CCc1ccc(C(=O)Nn2c(C)nc3ccccc3c2=O)cc1
    -6	-9	4	3	-4	11	-3	60*
- Cn1c(=O)c2c(nc(Cl)n2Cc2ccncc2)n(C)c1=O
    8	-3	1	5	11	8	4	-7
- COCCNC(=O)CCCn1c(=O)c2cc(OC)c(OC)cc2n(CC(=O)Nc2ccccc2OC)c1=O
    -5	-8	1	5	1	-4	0	17
- CC1CCCCN1C(=O)CSc1nc2ncccc2[nH]1 (stereo unspecified)
    -3	-9	1	6	-5	-34	-2	-2
- COc1ccccc1/C=C/C(=O)Nc1ccc(S(=O)(=O)Nc2cc(C)on2)cc1
    9	-6	-5	10	2	4	-6	0
- O=C(CSc1nnnn1C1CCCC1)c1ccc2c(c1)OCCO2
    -14	5	-1	-9	-1	13	-4	-1
- Cn1ccc2cc(OCc3ccccc3)ccc21
    -92	6	3	12	-1	x	x	x
- NC(=S)c1cc2cc(Cl)ccc2oc1=O
    -14	3	-7	10	10	-1	-10	-23
- O=C(CNC(=O)c1ccccc1)OCCCOC(=O)CNC(=O)c1ccccc1
    0	-4	-3	23	-3	6	-6	-1
- CCN(CC)CC1C(=O)N(c2ccc(OC)cc2)C1c1ccccc1 (stereo unspecified)
    27	2	3	6	-7	3	-1	5
- Cc1cccc(NC(=O)COc2coc(CN3CCN(Cc4ccccc4)CC3)cc2=O)c1
    20	-3	-9	-1	0	2	0	0
- COc1ccccc1-c1nnc(SCC(=O)Nc2ccc(Cl)cc2Cl)o1
    3	4	-7	1	0	-5	-1	-3
- O=C(CSCc1c(Cl)cccc1Cl)Nc1ccccc1-c1ccccc1
    7	74*	41*	37	7	x	x	x
- CCNc1nc(NCC)n2c(SC(C(=O)Nc3cc(Cl)cc(Cl)c3)c3ccccc3)nnc2n1 (stereo unspecified)
    20	-7	3	-5	-4	-10	-3	-4

# Two of the compounds above, as labelled records:
COc1ccccc1-c1nnc(SCC(=O)Nc2ccc(Cl)cc2Cl)o1
  Gli-Sufu antag: 3	ATG4B inhibitor: 4	EBI2 block: -7	CCR6 antagonist: 1	CXCR6 block: 0	APJ antag: -5	APJ ag: -1	UBC13 inh: -3

Cc1cccc(NC(=O)COc2coc(CN3CCN(Cc4ccccc4)CC3)cc2=O)c1
  Gli-Sufu antag: 20	ATG4B inhibitor: -3	EBI2 block: -9	CCR6 antagonist: -1	CXCR6 block: 0	APJ antag: 2	APJ ag: 0	UBC13 inh: 0

# More results:
# The line under a structure holds: Gli-Sufu antag	ATG4B inhibitor	EBI2 block	CCR6 antagonist	CXCR6 block	APJ antag	APJ ag	UBC13 inh
- Cc1nn(C2CCS(=O)(=O)C2)c2nc(C3CC3)cc(C(=O)Nc3cccc(C#N)c3)c12 (stereo unspecified)
    0	-7	-9	20	-7	-10	10	5
- CCN(CC)S(=O)(=O)c1ccc(-c2csc(C)n2)s1
    0	-1	1	4	-3	-16	3	-1
- CCc1ccc(OCC(=O)N/N=C/c2cc([N+](=O)[O-])ccc2N2CCCCCC2)cc1
    0	-8	-1	24	16	17	0	-8
- O=C(CCC(=O)N(c1cccc(F)c1)C(C(=O)NC1CCCC1)c1ccncc1)Nc1cccnc1 (stereo unspecified)
    4	-5	2	16	-2	2	-3	-9
- COc1ccc(-c2onc3ccc(C(C)=O)cc23)cc1
    -30	-6	-5	0	-14	5	-1	-4
- COc1ccc(C2CC(c3ccc(Br)cc3)=NN2C(=O)CSC2=NCCS2)cc1 (stereo unspecified)
    7	3	12	5	10	10	-3	7
- CCOc1ccccc1Cn1c(=O)sc2ccccc21
    -5	-3	8	19	1	8	-3	-5
- CC(C)Sc1nnc(NC(=O)c2ccc3c(c2)OCO3)s1
    -78	1	2	8	-1	22	0	2
- O=C(O)c1cccnc1Cl
    -6	-1	-8	-1	-25	-21	-4	-9
- CCN1C(=O)/C(=C/C=C2/SCCN2C)SC1=S
    -31	12	5	45	25	22	-6	i
- CC(=O)CSc1ccc(S(=O)(=O)N2CCN(C)CC2)cn1
    -5	4	3	-6	5	-5	1	3
- CC(C)(C)NC(=O)NC(=O)CN1CCCCC1
    -22	-5	13	0	-13	11	-3	-1
- COc1ccc(C(=O)CCC(=O)NCCc2c[nH]c3ccccc23)cc1OC
    8	-7	2	4	4	12	0	3
- CC(=O)N1CCOc2ccc(S(=O)(=O)N3CCC(C(=O)Nc4ccc(C)cc4)CC3)cc21
    2	-3	-3	-3	-2	14	-3	1
- CCC(=O)Nc1ccc2nc3c(=O)[nH]c(=S)[nH]c3nc2c1
    7	-1	5	14	1	14	-3	-74
- O=C(COC(=O)c1cccnc1Cl)Nc1cc(S(=O)(=O)N2CCCCC2)ccc1Cl
    2	-12	2	4	1	-17	-1	10
- CN(Cc1cccc(F)c1)C(=O)CN1C(=O)NC2(CCc3ccccc32)C1=O (stereo unspecified)
    -2	1	-5	2	-4	2	-1	6
- O=C1c2ccccc2[C@@H]2C[C@@H](O)[C@H](Nc3ccccc3)CCN12
    -3	10	-11	10	-5	x	x	x
- O=C(C1CCCCC1)N1CCC2CC1c1cc(Cl)ccc12 (stereo unspecified)
    3	11	5	13	-8	x	x	x
- CN1CCN(C(=O)c2ccccc2-c2nc(-c3ccc(Cl)cc3)no2)CC1
    6	3	-7	-5	-1	4	2	6
- CN1C(=O)C(C)(C)c2cc(S(=O)(=O)N3CCCC3C(=O)NCc3ccc(F)cc3)ccc21 (stereo unspecified)
    1	-16	0	-13	-7	-66	-2	2
- CCOC(=O)C(/C(N)=N/C(=O)Nc1ccccc1)=C(\C)O
    3	-6	-7	12	-2	16	-4	6
- CCN(CC)CCNC(=S)N1CCn2c(nc3ccccc32)C1
    1	0	-17	2	-16	21	-4	-2
- Cc1ccsc1/C=C1/SC(=O)N(CC(=O)N2CCCC2)C1=O
    -3	-5	-2	-2	0	1	-3	-1
- COc1ccc(N2CCN(Cc3cc(=O)oc4ccc(C)cc34)CC2)cc1
    -2	-2	-4	-13	3	18	-5	10
- CCCCOP(=O)(OCCCC)C(Nc1ccccc1)c1ccc2c(c1)OCO2 (stereo unspecified)
    8	15	20	25	10	x	x	x
- O=C(COC(=O)CCc1c[nH]c2ccccc12)Nc1ccc([N+](=O)[O-])cc1
    -2	0	-5	-1	-4	9	0	2
- Cn1c(SCC(=O)N2CCN(C(=O)c3ccco3)CC2)nnc1-c1ccc(NS(C)(=O)=O)cc1
    9	11	-6	15	-2	3	-3	9
- O=C(NNS(=O)(=O)c1cccc(Cl)c1)c1cc(-c2ccc(F)cc2)nc2ccccc12
    8	-2	8	1	10	12	-2	-13
- CCCCNC(=O)CC1N=C2c3ccccc3N=C(SCC(=O)Nc3cccc(OC)c3)N2C1=O (stereo unspecified)
    7	-19	-9	-3	-2	-1	-19	-4
- O=S(=O)(c1ccc(-c2csc(=Nc3ccccc3)n2CCCN2CCOCC2)cc1)N1CCOCC1
    -11	-9	-5	3	-8	10	0	-1
- O=C(Cn1c(=O)oc2cc(S(=O)(=O)N3CCCC3)ccc21)N1CCCC1
    7	-8	10	-5	-4	2	-4	-2
